# Screening results from PubChem.
# TNAP activation fold: human TNAP enzyme activators, primary screen, biochemical, luminescent, no phosphate acceptor, uHTS (AID 1001); purified TNAP, luminescent activation assay, no phosphate acceptor; higher activation fold means a stronger effect; activation fold at 20 µM; hits with a dose series show EC50 in µM; actives 0.03% (n = 200,000); in the data active = activation fold from about 3, or a potency from the dose series; inactive = the rest, 99 in 100 with activation fold below about 1.6; note: many of its hits are not listed in these tables
# P. falciparum M1AAP: P. falciparum M1AAP inhibitors, biochemical, fluorogenic H-Leu-NHMec substrate, 1536-well (AID 1445). recombinant M1AAP, H-Leu-NHMec fluorogenic kinetic assay; higher % means a stronger effect. inhibition, % at 30 µM, or IC50 in µM where a hit was titrated. actives 0.42% (n = 220,000);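 active = primary inhibition above the hit cutoff, then over 50% inhibition at one or more dose response concentrations, cut at about 23% in these data, passing the limit was not always enough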;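 note: plate controls were DMSO full reaction for no effect and no enzyme background for full effect; strong numbers were not always called active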
# ER stress rescue: rescue of cells from ER stress-induced death, primary screen, 384-well, CSM14.1, thapsigargin, ATP luminescence (AID 1222); CSM14.1 thapsigargin-induced death rescue, ATP luminescence; higher % means a stronger effect; cellular ATP content (survival), % at 20 µM; hits with a dose series show EC50 in µM; 190,000 tested, under 10 active;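 active = EC50 below 50 µM in the dose-response confirmation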;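 note: death triggered by thapsigargin at about 15 µM added after 2 h compound pretreatment; cell ATP read after overnight thapsigargin exposure of roughly 18 to 22 hours; normalized against plate controls of thapsigargin alone and 5% DMSO vehicle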
# human PMI inhibitors: MPI inhibition at elevated mannose 6-phosphate – biochemical, fluorescence intensity, high mannose 6-phosphate, primary screen (AID 1220); actives 0.66% (n = 190,000); recombinant PMI enzyme, coupled fluorescence intensity; higher % means a stronger effect; inhibition, % at 20 µM; hits with a dose series show IC50 in µM
# P. falciparum M17LAP: P. falciparum M17LAP inhibitors, primary screen, biochemical, fluorogenic H-Leu-NHMec substrate, 1536-well (AID 1619); recombinant M17LAP, H-Leu-NHMec fluorogenic kinetic assay; higher % means a stronger effect; one-dose inhibition, % at 30 µM; IC50 in µM for titrated hits; actives 0.38% (n = 220,000);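 active = compound inhibiting the enzyme by more than half at any dose during confirmatory dose-response retesting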;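 note: plate controls were full reaction with DMSO carrier for no effect and no enzyme background for full effect; strong numbers were not always called active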
# XIAP antagonists: XIAP antagonists, biochemical, IAP family, fluorescence polarization (AID 1018); XIAP BIR domain, fluorescence polarization peptide displacement; higher % means a stronger effect; displacement, % at 20 µM, or IC50 in µM where a hit was titrated; actives 0.007% (n = 200,000); in the data active = displacement above about 50%; note: a part of the inactive calls stands beside numbers as strong as those of hits
# LYP inhibition: inhibitors of LYP phosphatase, biochemical, fluorescence intensity, uHTS (AID 1779) | recombinant LYP phosphatase, fluorescence intensity; higher % means a stronger effect | inhibition, % at 11.5 µM, or IC50 in µM where a hit was titrated | actives 0.054% (n = 290,000);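 note: plate controls were vehicle with enzyme for no effect and no enzyme for full effect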
# human PMI inhibition: inhibitors of human PMI, primary screen, biochemical, fluorescence intensity, coupled assay (AID 1209); purified PMI enzyme, coupled fluorescence intensity; higher % means a stronger effect; inhibition, % at 20 µM; hits with a dose series show IC50 in µM; actives 0.42% (n = 190,000);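 note: plate controls were DMSO vehicle for no effect and wells lacking substrate for full effect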
# Myeloid diff 2: promotes myeloid progenitor differentiation; ER-HoxA9 myeloid progenitors, lysozyme-GFP differentiation, flow cytometry; calls only at 10 µM; actives 1% (n = 360,000); AID 624256;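 active = normalized GFP-positive differentiation at or above the plate's own cutoff, the solvent-only control mean plus 3 SD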;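 note: cells exposed to compound for four days before flow analysis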
# Myeloid diff 2 GFP+ MAC1+ %: second read-out of Myeloid diff 2, no call of its own (marks repeat the call); GFP+ MAC1+ double positive, %; measured here: differentiation confirmed by MAC1 staining
# The depositor's hits bear a star; i = inactive; / = not tested or not shown; + = active, no number; & = joins results of further samples. Cut-off read from the data, not from the text of the source, unless noted: active = inhibition above about 50%; inactive = the rest. Some of the compounds tested; rates above refer to the full screens.
no.	structure	TNAP activation fold	P. falciparum M1AAP	ER stress rescue	human PMI inhibitors	P. falciparum M17LAP	XIAP antagonists	LYP inhibition	human PMI inhibition	Myeloid diff 2	Myeloid diff 2 GFP+ MAC1+ %
1	CN(CCOc1ccc(NS(C)(=O)=O)cc1)CCc1ccc(NS(C)(=O)=O)cc1	1.1	-5%	-2.1%	-1%	3%	-6.4%	-4%	4%	/	/
2	CN1CCC(=C2c3ccccc3CC(=O)c3sccc32)CC1	1.1&1.1	6%&-3%	7.7%&-1.7%	15%&-5%	9%&-1%	-8.0%&-2.9%	1%&-3%	1%&-1%	i	1.9&1.6&2.5
3	O=C1CCc2cc(OCCCCc3nnnn3C3CCCCC3)ccc2N1	1.1&1.1	1%&-8%&4%	-0.5%&0.2%	3%&1%	12%&-4%&2%	-3.4%&-6.5%	-1%&-2%	0%&2%	i	3.3
4	COc1ccc(S(=O)(=O)Nc2nnc(CC(C)C)s2)cc1	1	-3%	-2.2%	-1%	15%	-10%	-2%	6%	i	7.2
5	Cc1ccsc1/C=C/C1=NCCCN1C	1.1	0%	1.0%	-3%	13%	-1.1%	-7%	3%	i	2.1&1.4&2.7
6	CCC12CCCN3CCc4c(n(c5ccccc45)C(O)(C(=O)OC)C1)C32 (stereo not given)	/	5%	/	/	-5%	/	-9%	/	i	3.0
7	O=C(O)CCCCCCCC(=O)O	1.1	17%	-1.8%	-12%	-1%	-9.4%	-5%	-6%	i	0.6
8	CCN(CC)CCOC(=O)C(c1ccccc1)c1ccccc1	1	4%	-0.2%	-19%	-20%	-9.9%	-6%	-18%	i	2.7
9	CC1(C)Oc2ccc(C#N)cc2[C@@H](N2CCCC2=O)[C@@H]1O	1.1	-3%	-2.7%	-5%	-1%	-15%	-4%	-2%	i	1.1
10	CN1CCN(c2c(F)cc3c(=O)c(C(=O)O)cn4c3c2SCC4)CC1	1.1&1	9%&-4%	2.9%&1.9%	-5%&1%	-19%&3%	-4.0%&-5.9%	-2%&-10%	-6%&0%	i	0.6
11	CN(C)CCOC(=O)C(c1ccccc1)C1(O)CCCC1 (stereo not given)	1	0%	0.6%	-7%	-4%	-7.6%	1%	-8%	i	0.9
12	COc1cc2c(c(OC)c1OC)-c1c(cc(OC)c(OC)c1OC)C[C@H](C)[C@H](C)C2	/	-5%	/	/	-1%	/	-1%	/	i	0.1

# Later entries:
no.	structure	TNAP activation fold	P. falciparum M1AAP	ER stress rescue	human PMI inhibitors	P. falciparum M17LAP	XIAP antagonists	LYP inhibition	human PMI inhibition	Myeloid diff 2	Myeloid diff 2 GFP+ MAC1+ %
13	O=C(NCCN1CCOCC1)c1ccc(Cl)cc1	1.1	-2%	0.7%	-1%	8%	-3.1%	-10%	5%	i	1.6
14	CCCc1cc(C(N)=S)ccn1	1.2	6%	0.4%	-1%	-2%	-1.6%	-7%	-5%	i	3.4
15	CN(C)C(=N)N=C(N)N	1.1	0%	-1.0%	7%	2%	-10%	-5%	6%	i	1.6
16	C[C@]12CC[C@H]3C(=CCc4cc(O)ccc43)[C@@H]1CCC2=O	1.1	-2%	-0.8%	23%	8%	-7.6%	0%	3%	+	42*
17	O=C(c1ccccc1)c1ccc2n1CCC2C(=O)O (stereo not given)	1.1	-5%	-0.9%	-3%	9%	-10%	2%	-3%	i	0.9
18	CC(=O)O[C@@]12CO[C@@H]1C[C@H](O)[C@@]1(C)C(=O)[C@H](O)C3=C(C)[C@@H](OC(=O)[C@H](O)[C@@H](NC(=O)OC(C)(C)C)c4ccccc4)C[C@](O)([C@@H](OC(=O)c4ccccc4)[C@H]21)C3(C)C	1.1	2%	-3.4%	13%	-3%	-8.7%	2%	15%	/	/

# Results in human PMI inhibitors, for 6 of the compounds above:
no. | canonical_smiles | human PMI inhibitors
13 | O=C(NCCN1CCOCC1)c1ccc(Cl)cc1 | -1%
14 | CCCc1cc(C(N)=S)ccn1 | -1%
15 | CN(C)C(=N)N=C(N)N | 7%
16 | C[C@]12CC[C@H]3C(=CCc4cc(O)ccc43)[C@@H]1CCC2=O | 23%
17 | O=C(c1ccccc1)c1ccc2n1CCC2C(=O)O (stereo not given) | -3%
18 | CC(=O)O[C@@]12CO[C@@H]1C[C@H](O)[C@@]1(C)C(=O)[C@H](O)C3=C(C)[C@@H](OC(=O)[C@H](O)[C@@H](NC(=O)OC(C)(C)C)c4ccccc4)C[C@](O)([C@@H](OC(=O)c4ccccc4)[C@H]21)C3(C)C | 13%

# Compounds listed so far that have a COOH group (three):
no.	structure	TNAP activation fold	P. falciparum M1AAP	ER stress rescue	human PMI inhibitors	P. falciparum M17LAP	XIAP antagonists	LYP inhibition	human PMI inhibition	Myeloid diff 2	Myeloid diff 2 GFP+ MAC1+ %
7	O=C(O)CCCCCCCC(=O)O	1.1	17%	-1.8%	-12%	-1%	-9.4%	-5%	-6%	i	0.6
10	CN1CCN(c2c(F)cc3c(=O)c(C(=O)O)cn4c3c2SCC4)CC1	1.1&1	9%&-4%	2.9%&1.9%	-5%&1%	-19%&3%	-4.0%&-5.9%	-2%&-10%	-6%&0%	i	0.6
17	O=C(c1ccccc1)c1ccc2n1CCC2C(=O)O (stereo not given)	1.1	-5%	-0.9%	-3%	9%	-10%	2%	-3%	i	0.9
